LGR2 antag – inhibitors of bursicon-induced LGR2 CRE-luciferase signal, primary screen, cell-based, HEK293, CRE-luciferase reporter, bursicon stimulation. Drosophila bursicon receptor LGR2 (rickets). bursicon-stimulated, 4 h. 380,000 tested, 0.35% active. inhibition, % at 9.99 µM;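 active = drop in luminescence signal, shown as inhibition above about 50% in the replicate tests, limit read from the data, passing the limit was not always enough; inconclusive = probably only some replicates passing the limit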;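 also: agonist challenge used bursicon conditioned medium at about half maximal strength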
PGC1a acetyl inh – inhibitors of PGC1a acetylation signal, primary screen, cell-based, U2OS, AlphaScreen, inhibitor mode; AlphaScreen anti-acetyl-lysine; with virally co-expressed GCN5 acetyltransferase; inhibition, % at 15.6 µM; 350,000 tested, 0.17% active; AID 651687, 2012;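 active = every replicate shows inhibition of at least 40%; inconclusive = mean inhibition at least 40% but some replicate below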;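 also: 0% = neutral control wells and 100% = positive control wells; some results beyond the cut were filed as inactive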
Statin myotox sup – suppressors of statin myotoxicity in C2C12 myotubes, primary screen, cell-based, single point, plate reader | C2C12 myotubes + simvastatin, ATP luminescence, 48 h; scaled: DMSO 0, geranylgeraniol control 100 | rescue of ATP level, % at 7.49 µM | 330,000 tested, 0.78% active | AID 602340, 2012;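 active = mean ATP rescue above about 67%, or every replicate alone reaching that limit, limit read from the data, passing the limit was not always enough; inconclusive = no clear call, values can overlap the other calls; inactive = mean under the limit and some replicate under it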;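 also: myotubes were challenged with 10 µM simvastatin during compound exposure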
XiGFP reactiv – activators of inactive X chromosome reactivation, primary screen, imaging, XiGFP fibroblasts, GFP high-content imaging, set 2. AID 743238, 2013. XiGFP mouse fibroblasts, % GFP-positive cells imaging, 3 d; cells co-treated with 5-aza-dC sensitizer; scaled so ellipticine positive control = 100%. activation, % at 7.58 µM. 360,000 tested, 0.055% active;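 active = mean normalized replicate activation at least 10% and every replicate at or above 10%; inconclusive = only one of the two criteria met; inactive = mean below 10% and not all replicates reach 10%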;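 also: 0% = median of on-plate neutral control wells and 100% = ellipticine 6 µM median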
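assay system = SV40-immortalized XiGFP fibroblast cells, line 68-5-11 | buffer or medium = DMEM plus 5-aza-dC sensitizer | doses = single-point pinned compound dosing | times = 3-day compound exposure, then 15 min fixation at room temperature | benchmarks = positive control ellipticine, 6 µM final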
S100A4 MyoIIA – inhibitors of S100A4-myosin IIA peptide binding, primary screen, biochemical, fluorescence polarization, TAMRA-MyoIIA peptide; Protein S100-A4 (Homo sapiens), P26447; inhibition, % at 10.7 µM; 360,000 tested, 0.14% active;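 active = mean inhibition of at least 70% across replicates, with every replicate also reaching that level; inconclusive = mean inhibition reaches 70% but some replicates fall short; inactive = mean inhibition below 70%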
Target sequence (P26447 whole entry, looked up): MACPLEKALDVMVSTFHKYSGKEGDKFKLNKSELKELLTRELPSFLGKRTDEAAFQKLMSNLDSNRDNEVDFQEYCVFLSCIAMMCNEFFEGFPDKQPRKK
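incubation = readout 5 min after mixing, signal stable up to 60 min | system = S100A4 monomer protein | buffer or medium = HEPES pH 7.2 with CaCl2, KCl, NaCl, DTT, Triton | benchmarks = neutral control DMSO, positive control TFP | also added = fluorescent myosin IIA peptide, 5 nM | compound dosing = one concentration per compound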
ERAP1 HTS inh – human ERAP1 aminopeptidase inhibitors, primary screen, biochemical, single point, plate reader. Endoplasmic reticulum aminopeptidase 1 (Homo sapiens), Q9NZ08. recombinant ERAP1, Leu-AMC fluorescence, 60 min. inhibition, % at 10.7 µM. 340,000 tested, 0.15% active;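 active = mean replicate inhibition of at least 30%, or all replicates individually reaching that 30% level; inactive = mean below 30% and not every replicate reaching it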;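 also: 0% = neutral control wells and 100% = L-leucinethiol positive control wells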
SIRT5 block – SIRT5 desuccinylase inhibitors, primary screen, biochemical, fluorescence imaging, single point, set 5; NAD-dependent protein deacylase sirtuin-5, mitochondrial (Homo sapiens), Q9NXA8; Purified SirT5, succinyl-peptide AMC, trypsin-coupled fluorescence; inhibition, % at 15 µM; 330,000 tested, 1.1% active; AID 652115, 2013; in the data active = inhibition above about 15%; inconclusive = no clear call, values can overlap the other calls
Target sequence (Q9NXA8 whole entry, looked up): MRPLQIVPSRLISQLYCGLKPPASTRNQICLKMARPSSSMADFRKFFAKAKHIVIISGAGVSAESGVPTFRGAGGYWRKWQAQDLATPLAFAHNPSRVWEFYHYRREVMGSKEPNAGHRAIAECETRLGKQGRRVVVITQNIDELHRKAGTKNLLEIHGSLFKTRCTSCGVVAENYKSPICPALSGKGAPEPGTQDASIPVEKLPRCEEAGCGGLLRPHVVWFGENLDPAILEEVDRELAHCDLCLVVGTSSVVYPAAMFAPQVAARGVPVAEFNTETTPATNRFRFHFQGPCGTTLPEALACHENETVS
Cneo AK release – Cryptococcus neoformans cell lysis inducers, primary screen, AK release luminescence, single concentration. C. neoformans lysis, adenylate kinase release luminescence, 4 h; normalised: neutral wells 0, clomiphene wells 100. lysis activity, % at 15 µM. 360,000 tested, 0.2% active;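 active = mean lysis activity across replicates of at least 80%, whatever share of replicates individually reach that level; inactive = mean lysis activity below 80%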
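Material: C. neoformans cells | Amount: Yeast cell density of 5 × 10^6 cells/mL | Medium: Fresh YPD growth medium | Dosing: Single dose | Times: Static 4 h at 37 °C with compound, 1 h detection | Detection: AK luminescence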
Active calls of the source: *; ? = inconclusive; / = no result given. An excerpt; rates above refer to the full screens.

Each structure is followed by: LGR2 antag | PGC1a acetyl inh | Statin myotox sup | XiGFP reactiv | S100A4 MyoIIA | ERAP1 HTS inh | SIRT5 block | Cneo AK release
[1] Cc1ccc(CN2CCSc3ccc(C(=O)NCCCN4CCN(C)CC4)cc32)cc1
→ 0 | -3 | -2 | 0.1 | -1 | -24 | -28 | 3
[2] C[C@@H]1CN([C@@H](C)CO)C(=O)Cc2cc(N(C)C)ccc2O[C@@H]1CN(C)CC1CC1
→ -3 | / | / | -0.3 | 3 | -5 | 1 | /
[3] O=C(Nc1cccc(Cl)c1)c1nc[nH]c1C(=O)N1CCN(c2ccccc2)CC1
→ 4 | 1 | -41 | 0.7 | -6 | / | / | -1
[4] COc1ccccc1S(=O)(=O)N(C)C[C@H]1Oc2cc(C#CCC(C)C)ccc2S(=O)(=O)N([C@H](C)CO)C[C@@H]1C
→ 10 | -8 | -34 | 0.4 | 4 | 1 | 30* | 3
[5] C/C=C/c1ccc([C@@H]2[C@@H](CO)N3CCCCN(C(=O)Nc4ccc(F)cc4)C[C@H]23)cc1
→ -1 | -12 | -26 | -0.1 | -1 | 0 | 5 | 6
[6] Cc1cccc(CS(=O)(=O)Cc2ccc(C(=O)NCCc3ccccc3)o2)c1
→ 17 | -8 | -8 | 0.0 | 0 | -1 | -1 | 0
[7] O=C(CO/N=C/c1ccccc1)Nc1c(F)c(F)c(F)c(F)c1F
→ 7 | / | / | 0.0 | 4 | 5 | -3 | /
[8] COc1ccc(C2=NN(c3nc(-c4ccc(CNC(C)=O)cc4)cs3)C(c3ccco3)C2)cc1 (configuration not stated)
→ -29 | 10 | -74 | 0.4 | -22 | -4 | -4 | 2
[9] Oc1c(C(c2cccs2)N2CCN(c3ccccc3)CC2)sc2ncnn12 (configuration not stated)
→ -13 | -20 | 11 | 0.1 | -2 | 6 | -1 | -2
[10] CC(=O)c1ccc(NC(=O)c2cn(C)c(=O)c3ccccc23)cc1
→ 7 | / | / | -0.1 | 3 | -2 | -1 | /
[11] Cc1cccc2nc(CSc3nc4ccc([N+](=O)[O-])cc4[nH]3)cn12
→ 10 | / | / | 0.0 | 1 | 5 | -4 | 0
[12] O=C(O)CC1(CC(=O)Nc2cc(F)ccc2Cl)CCCCC1
→ / | 5 | 2 | 0.0 | -4 | -1 | -4 | -1
[13] C=CCN(c1ccc(Cl)cc1)S(=O)(=O)c1cccc(C(=O)O)c1
→ -24 | 9 | / | 0.2 | 0 | 1 | -2 | /
[14] CCCCNC(=O)Cc1c(OC)ccc2cc(Br)ccc12
→ 13 | -13 | -12 | 0.1 | / | / | / | 1
[15] CC(C)(O)c1cn(-c2nonc2N)nn1
→ 18 | 4 | 3 | / | / | / | / | -2
[16] O=C(Nc1ccccc1Cl)c1ccc(-c2ccccn2)s1
→ -37 | / | -16 | 0.1 | 3 | 2 | -2 | /
[17] O=C(N/N=C/c1ccco1)c1ccccc1OCc1ccc(Br)cc1
→ -19 | / | / | 0.0 | 0 | 1 | 3 | /
[18] Cc1ccc(S(=O)(=O)N[C@H]2CC[C@H](CC(=O)NC3CCCCC3)O[C@@H]2CO)cc1
→ 5 | 5 | 3 | -0.7 | 2 | 0 | -1 | -3
[19] C[C@H](CO)N1C[C@H](C)[C@@H](CN(C)Cc2ccncc2)Oc2cc(Br)ccc2S1(=O)=O
→ 8 | -15 | -25 | 0.0 | -9 | -1 | 1 | 1
[20] C[C@@H]1CN([C@H](C)CO)C(=O)c2cccc(NC(=O)c3cnccn3)c2O[C@H]1CN(C)C(=O)Nc1ccc2c(c1)OCO2
→ 17 | -14 | -26 | -0.3 | ? | 2 | -2 | 0
[21] O=C(NCc1cccnc1)c1cc(C2CCCCN2C(=O)CCCc2ccccc2)on1 (configuration not stated)
→ 13 | 1 | -6 | -0.1 | 7 | -1 | / | 0
[22] COCC#Cc1cnc2c(c1)C(=O)N([C@@H](C)CO)C[C@H](C)[C@@H](CN(C)C(=O)c1cccnc1)O2
→ 10 | -7 | 0 | -0.1 | 10 | 1 | -3 | -1
[23] CN1C2=NCCN2C(=O)c2ccccc21
→ 7 | -4 | -4 | / | / | / | / | 1
[24] Cc1cccc(NC(=S)NC2CC3CCC(C2)N3Cc2ccco2)c1 (configuration not stated)
→ -9 | 6 | -22 | / | -8 | -4 | -1 | -2
[25] CC1CNC(=S)N(c2ccccc2)C1=O (configuration not stated)
→ 8 | / | / | -0.1 | -2 | 1 | -4 | /
[26] CCOC(=O)c1cnc2c(ccc3ccccc32)c1NCCCN(C)C
→ -52 | 0 | 12 | -0.1 | 2 | -1 | -5 | -5
[27] NNC(=O)CNC(=O)Nc1n[nH]c(=S)s1
→ 7 | / | / | -0.1 | 4 | 13 | -2 | /
[28] CCOC(=O)C1(C)CCCN(C(=O)c2ccccc2F)C1 (configuration not stated)
→ 7 | / | -15 | 0.0 | -8 | 0 | -4 | -1
[29] CCCC(C(=O)NC1CCCC1)N(CC1CCCO1)C(=O)CNS(=O)(=O)c1ccccc1 (configuration not stated)
→ -9 | / | 0 | 0.2 | -2 | 2 | 0 | -2
[30] CCC(C)[C@H](NC(=O)c1cc2cc(Cl)ccc2n1C)C(=O)N1CCC[C@H]1C(=O)O (some centres not stated)
→ / | -4 | 11 | / | 1 | -2 | 0 | 3
[31] O=C(Nc1ccc(Cl)cc1)N[C@H]1CC[C@@H](CCNC(=O)c2cc(Cl)cc(Cl)c2)O[C@@H]1CO
→ 17 | 0 | / | 0.1 | 1 | 0 | 4 | /
[32] CC(C)CC(=O)N1CCN(Cc2ccccc2Cl)CC1
→ 2 | 0 | -1 | 0.1 | 19 | 1 | -6 | 1
[33] CC(CSC(=O)c1ccccc1)C(=O)N1c2ccccc2CC1C(=O)O (configuration not stated)
→ 4 | -9 | 9 | 0.1 | 1 | 0 | / | 0
[34] O=S(=O)(c1cccc2nsnc12)N1CCN(c2ccc(F)cc2)CC1
→ 5 | -13 | -8 | 0.0 | -1 | -4 | 8 | 0
[35] COC(=O)CSc1nccc(-c2ccc(F)cc2)c1C#N
→ 6 | -2 | / | 0.0 | -3 | 2 | 1 | /
[36] C[C@H](CO)N1C[C@H](C)[C@H](CN(C)S(=O)(=O)c2cccs2)Oc2ccc(NC(=O)CCC(F)(F)F)cc2C1=O
→ 3 | 1 | -1 | 1.2 | -5 | 0 | -2 | -2
[37] Cc1cc(Br)cc(Cl)c1OC(=O)c1ccncc1
→ 14 | 23 | 19 | -0.1 | 0 | 4 | 1 | 0
[38] O=[N+]([O-])c1cc(-c2ccc(/C=N\n3cnnc3)o2)cc([N+](=O)[O-])c1
→ -25 | / | 18 | 0.0 | -14 | 3 | 1 | 0
[39] C[C@@H]1CN([C@H](C)CO)C(=O)c2cc(NC(=O)CCN3CCOCC3)ccc2O[C@@H]1CN(C)S(=O)(=O)c1ccc(F)cc1
→ 6 | 11 | -11 | -0.5 | 0 | 1 | -3 | 1
[40] O=C(C1CCC1)N1CC2(C1)[C@@H](c1ccccc1)[C@H](CO)N2C(=O)c1cccnc1
→ -3 | / | / | 0.2 | 9 | -6 | 2 | /
[41] CC(C)OCCCn1c(=O)c2ccccc2n2c(CCC(=O)N3CCN(c4ccccn4)CC3)nnc12
→ -5 | -7 | -18 | 0.1 | -1 | 0 | 2 | 19
[42] C[C@@H]1CN([C@H](C)CO)C(=O)c2cc(NC(=O)CCCN(C)C)ccc2O[C@@H]1CN(C)S(=O)(=O)c1cccs1
→ -1 | -18 | -3 | 0.1 | -2 | -2 | -5 | -1
[43] O=C(C[C@H]1CC[C@H](NC(=O)Nc2ccc(C(F)(F)F)cc2)[C@@H](CO)O1)NCc1ccccn1
→ 13 | -1 | -6 | -0.3 | 1 | -1 | 1 | 1
[44] Cc1ccc(NC(=O)CSc2ccc(-c3ccccn3)nn2)c(C)c1
→ -1 | / | 9 | 0.1 | 0 | 5 | -3 | 5
[45] CC(=O)c1ccc(OC2(C)CCN(Cc3ccc(OC(F)(F)F)cc3)C2)cc1 (configuration not stated)
→ -9 | 0 | 1 | 0.0 | 4 | -6 | -2 | 5
[46] Cc1c(C(=O)CN2CCOCC2)[nH]c2ccccc12
→ -1 | 3 | 5 | / | / | / | / | -1
[47] Cc1ccc(C(=O)COC(=O)CCC(=O)Nc2cccc(Cl)c2)cc1[N+](=O)[O-]
→ 12 | 8 | 0 | / | / | / | / | -2
[48] CCCC#Cc1cnc2c(c1)C(=O)N([C@@H](C)CO)C[C@@H](C)[C@H](CN(C)C(=O)NCCC)O2
→ -24 | -4 | 4 | -0.3 | -2 | -1 | -2 | -2
[49] O=C(CCNC(=O)c1ccccc1)NC1CCCc2ccccc21 (configuration not stated)
→ 12 | / | 32 | 0.2 | -2 | 3 | -2 | /
[50] CCCCCC(=O)N1C[C@@H](O)[C@H](n2cc(-c3ccc(F)cc3)nn2)C[C@@H]1c1ccc(C)cc1
→ -4 | -14 | 2 | 0.1 | -6 | / | -3 | /

Continued:
Each structure is followed by: LGR2 antag | PGC1a acetyl inh | Statin myotox sup | XiGFP reactiv | S100A4 MyoIIA | ERAP1 HTS inh | SIRT5 block | Cneo AK release
[51] Cn1c(=O)n(CC(=O)O)c(=O)c2c1nc1n2CCCN1CCc1ccccc1
→ / | 13 | -4 | 0.0 | 0 | -6 | 0 | 0
[52] CC(=O)Nc1ccc(-n2c(=O)c3ccccc3c3ccccc3c2=O)cc1
→ -19 | -18 | / | 0.0 | -4 | -4 | -4 | /
[53] CCc1nnc(N/N=C/c2ccc(N3CCC(C)CC3)c([N+](=O)[O-])c2)n1N
→ 0 | / | / | 0.2 | 2 | 0 | 5 | /
[54] C[C@@H]1CN([C@@H](C)CO)C(=O)c2cccc(NS(C)(=O)=O)c2O[C@@H]1CN(C)S(=O)(=O)c1cccs1
→ -6 | 7 | -9 | -1.3 | 8 | 3 | 1 | 56
[55] COCCN(C(=O)COC(=O)CCCOc1ccc(OC)cc1)c1c(N)n(Cc2ccccc2)c(=O)[nH]c1=O
→ 5 | 2 | 4 | 0.0 | 5 | 0 | -1 | 2
[56] CN(C)c1ncnc2c1ncn2[C@H]1CN(C2CCCC2)C[C@@H](CO)O1
→ 0 | -8 | -5 | -0.1 | -5 | -3 | / | 1
[57] Cc1ccc(C)c(OCCC(=O)NNC(=O)c2cc(C)oc2C)c1
→ 3 | 3 | 23 | 0.2 | -4 | -3 | -3 | 4
